# KKLEB cytotox – counter-screen for CF NF-kB inhibitors: cytotoxicity; 0.36% of 360,000 active; AID 602141; activity change (cytotoxicity), % at 5 µM; KKLEB CF airway cells viability, ATPlite luminescence, overnight; stronger effect = lower value; cells stimulated with P. aeruginosa culture filtrate;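 active means corrected activity change at or below -50% at 5 µM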
# TWEAK Fn14 block – inhibitors of TWEAK-Fn14 interaction signaling | TWEAK-stimulated Fn14 reporter cells, luciferase luminescence, 8 h | inhibition, % at 10 µM | 2% of 360,000 active | AID 1159606; in the data active means inhibition above about 50%
# MITF TRPM1 inh – MITF TRPM1 promoter inhibition in SK-MEL-5 cells | inhibition, % at 12.5 µM | SK-MEL-5 TRPM1 promoter luciferase, 24 h | 0.83% of 330,000 active;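 active means mean inhibition across replicates of 60% or more, whatever share of single replicates reaches that level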; further: values of inactives mirror those of a sister screen read the other way
# aDG glyco act – increases alpha dystroglycan glycosylation; Pro5-aDG cells, alpha-DG glycosylation AlphaScreen (IIH6); 0% Pro5, 100% B10-LARGE cell signal; 0.22% of 360,000 active; activation, % at 10 µM;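 active means activation of at least 8% versus controls, or a plate z-score of at least 8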;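 further: Pro5 are CHO cells carrying HIG-tagged alpha-DG that lacks glycosylation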
# NR2E3 ag-1 – activates human NR2E3 receptor; CHO-S Gal4-NCOR/VP16-NR2E3 two-hybrid, luciferase; AID 602229; Q9Y5X4; 0.35% of 360,000 active; inhibition of corepressor binding, % at 3.98 µM;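 active means inhibition above the mean of all tested compounds plus 3 SD, cut at about 70% in these data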;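 further: 0% = DMSO with NR2E3 transfected cells and 100% = cells lacking NR2E3 construct; higher means lower luciferase signal from less NR2E3 corepressor binding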
# Target sequence (Q9Y5X4 whole entry, looked up, the tested form may be a part): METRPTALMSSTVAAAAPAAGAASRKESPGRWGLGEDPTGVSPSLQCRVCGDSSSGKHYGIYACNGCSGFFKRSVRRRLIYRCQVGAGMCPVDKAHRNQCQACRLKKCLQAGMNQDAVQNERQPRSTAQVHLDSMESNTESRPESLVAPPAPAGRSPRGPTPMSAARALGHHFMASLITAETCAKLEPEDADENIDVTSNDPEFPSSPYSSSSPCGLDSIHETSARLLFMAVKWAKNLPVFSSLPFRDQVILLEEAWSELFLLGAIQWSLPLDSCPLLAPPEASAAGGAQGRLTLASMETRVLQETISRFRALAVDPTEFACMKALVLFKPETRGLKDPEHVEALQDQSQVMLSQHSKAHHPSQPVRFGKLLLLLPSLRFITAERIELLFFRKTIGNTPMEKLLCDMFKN
# NR2E3 ag-2 – agonists of human nuclear receptor NR2E3 | Q9Y5X4 | GST-NR2E3/biotin-RetCOR TR-FRET, 1536-well | inhibition of corepressor binding, % at 4.78 µM | 0.12% of 320,000 active | AID 2300;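 active means percent inhibition above the cutoff of mean plus 3 SD of all tested compounds, set per screening campaign, cut at about 20% in these data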;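 further: 0% = DMSO wells and 100% = biotin wells as full block of FRET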
#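 system = GST-tagged NR2E3 plus biotinylated RetCOR corepressor | input = 1.35 nM GST-NR2E3 | also added = 7 nM biotin-RetCOR | schedule = 5 h incubation at 4 °C | measured by = TR-FRET with europium anti-GST and streptavidin-D2, 340 nm excitation | read-out = percent loss of FRET ratio relative to control wells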
# Peg3 promoter – reduces Peg3 promoter-driven luciferase expression in HeLa. HeLa PEG-Prom luciferase reporter, luminescence, overnight. inhibition, % at 20 µM. 1.7% of 360,000 active. AID 588405;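 active means inhibition of at least 50% at 20 µM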
# hiPSC survival – increases survival of single human iPS cells; hiPSC single-cell survival, ATPlite luminescence; 100% = ROCK inhibitor wells, 0% = DMSO; 0.044% of 360,000 active; survival enhancement, % at 20 µM; in the data active means survival enhancement above about 18%;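 further: cells exposed to compounds for 16 hours before the ATP read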
# CF NFkB inh – inhibitors of cystic fibrosis induced NF-kB; AID 588850; 0.86% of 360,000 active; inhibition, % at 5 µM; KKLEB NF-kB-GFP reporter, PAF-induced, GFP fluorescence overnight;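 active means at least 50% inhibition at 5 µM, scaled per plate between neutral and stimulator controls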;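 further: PAF is a Pseudomonas aeruginosa culture filtrate used as stimulus; plate controls were PAF-stimulated DMSO wells for no effect and unstimulated DMSO wells for full effect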
# HIF-2a inh – blocks HIF-2a reporter activity; 0.72% of 360,000 active; inhibition, % at 18.8 µM; 786-0 RCC cells HIF-2a reporter, luciferase luminescence, overnight;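 active means inhibition of the luminescence signal of 40% or more relative to plate controls, in a single-dose primary screen at 18.75 µM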
# Shn3 inh set2 – reduces Shn3 3'UTR luciferase signal in osteoblasts | Clone20 osteoblast Shn3 3'UTR firefly luciferase, 24 h | AID 588674 | inhibition, % at 12.5 µM | 0.52% of 360,000 active;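 active means mean inhibition of at least 75% with every replicate also reaching 75%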;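 further: 0% = median of neutral control wells and 100% = pilot-screen positive control compound; some compounds past the cut are filed as inactive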
# An asterisk follows results filed as active; . = no result given.
SMILES,KKLEB cytotox,TWEAK Fn14 block,MITF TRPM1 inh,aDG glyco act,NR2E3 ag-1,NR2E3 ag-2,Peg3 promoter,hiPSC survival,CF NFkB inh,HIF-2a inh,Shn3 inh set2
COc1ccc(CCNC(=O)c2cccc(S(=O)(=O)N3CCOCC3)c2)cc1OC,-9,10,0,-0.1,15,1,4,-0.5,-14,11,-69
CC(C)(C)N(NC(=O)c1ccccc1)C(=O)c1cccc(C(=O)N(NC(=O)c2ccccc2)C(C)(C)C)c1,6,13,1,0.0,14,-2,3,-2.8,4,-1,-21
COc1cccc(NC(=O)c2nc(SC)ncc2Cl)c1,14,-2,-5,-0.1,-21,2,-19,-0.2,-27,19,-12
Cc1ccccc1-c1cc(C(=O)N2CCCC2)c2ccccc2n1,8,1,6,0.2,-28,-2,2,-0.3,-7,11,2
CCOC(=O)c1sc2nc(SCC#N)n(CCCN3CCCC3=O)c(=O)c2c1C,-6,9,3,0.1,20,2,42,3.1,-12,-31,-27
OCC[C@H]1C[C@H](O)[C@@H](O)[C@]2(OCCc3ccccc32)O1,6,2,-9,0.0,8,-1,-10,-1.0,-11,9,8
CCSc1n[nH]c(=O)[nH]c1=O,-3,-2,11,0.2,-7,0,9,0.4,9,2,9
Cc1ccc2nc(-c3ccc4c(c3)OCCO4)cc(C(=O)O)c2c1,-1,-23,-1,-0.4,-42,0,-155,-0.3,-18,-86,-9
COc1ccc(Cl)cc1N(CC(=O)NC(C(C)C)C(C)C)S(C)(=O)=O,4,1,-7,0.2,11,1,4,-1.2,8,0,10
O=C(CSc1ccc([N+](=O)[O-])cn1)Nc1ccc(N2CCOCC2)c(Cl)c1,-6,-17,-2,0.3,13,0,-6,2.6,1,-13,4
O=C(Cc1ccccc1)Nc1nc(=O)c2ccccc2s1,1,-46,-14,0.3,-8,1,-5,0.6,-5,-36,13
CCCCn1c(=O)nc2n(-c3ccc(C)cc3)c3ccccc3cc-2c1=O,-7,-32,-4,0.5,-13,1,-1,0.3,-6,19,-27
C=CCC[C@@H](Cc1ccc(F)cc1)C(=O)OC[C@@H](NC(=O)[C@@H](CC=C)CC(=O)N[C@@H](CO)Cc1ccccc1)C(C)(C)C,13,20,8,0.5,12,.,21,0.1,-1,12,7
Cc1cccc(NC(=S)NC23CN4CN(CN(C4)C2)C3)c1,0,-2,4,0.2,-10,-3,5,0.1,5,5,-1
CCNC(=O)COC(=O)/C=C/c1cccc(F)c1,8,-2,5,0.1,-1,-4,0,3.5,-10,7,-6
C/C(=N/NC(=O)CNS(=O)(=O)c1ccc(C)cc1)c1cccc([N+](=O)[O-])c1,-3,-5,-44,0.1,-20,-1,13,-0.5,-6,16,0
CN(C)CCC(C(=O)c1ccccc1)c1ccccn1 (stereo not given),0,-1,8,0.0,-7,.,13,-1.0,-11,7,-2
Cc1noc(C)c1COc1ccc(C(=O)Nc2ncccc2O)cc1,-11,-33,1,-0.2,-23,3,-30,-0.1,-7,-38,-2
O=c1nc(Nc2ccc(OCc3ccccc3)cc2)sc2ncccc12,7,-58,5,-0.1,0,0,2,0.6,-6,-52,62
COc1ccc(Cl)cc1NC(=O)NNC(=O)C(=O)Nc1ccc(F)cc1,-12,-37,.,-0.2,-44,.,-52,-1.6,1,-61,-1
CCOC(=O)C1(Cc2cccc(OC)c2)CCN(Cc2cccnc2)CC1,-6,-1,0,0.4,-14,6,4,-1.5,1,18,34
CCOC(=O)C(CC)Sc1ccc2nnc(CCNS(=O)(=O)c3ccccc3)n2n1 (stereo not given),7,1,2,0.4,6,1,-7,2.9,-14,14,7
CCOC(=O)c1cc2ccc3ccccc3c2s1,-2,0,-55,0.1,-96,4,-296,-1.6,-1,-234,-61
COc1cc(OC)cc(C(=O)NNC(=O)CCOc2ccccc2OC)c1,-2,-3,-4,-0.2,-4,1,9,0.3,12,19,-12
O=[N+]([O-])c1cc([N+](=O)[O-])c(Oc2cccnc2Br)cc1NN1CCCCC1,-10,-8,-4,0.4,-1,0,19,2.7,4,13,-2
COc1ccc(NC(=O)NNC(=O)COc2cc(C)c(Cl)c(C)c2)c(OC)c1,-11,-6,7,0.1,-4,-1,12,-0.4,9,12,-7
CCCS(=O)(=O)NC(=O)C1(C)CCCN(C(=O)c2c(-c3ccccc3)noc2C)C1 (stereo not given),0,8,.,-0.3,7,.,11,-1.1,-74,6,12
Cc1ccc(CN2CCC(n3nccc3NC(=O)C3CCOC3)CC2)cc1C (stereo not given),-1,6,4,0.2,-6,0,23,0.4,3,5,8
COc1ccc(-c2cc(C(=O)N3CCN(c4ccccc4O)CC3)c3ccccc3n2)cc1OC,-7,21,-8,-0.6,15,2,16,-0.5,16,-28,11
COc1cc(C(=O)Oc2ccc3ccc(O)cc3c2)cc(OC)c1OC,2,-26,7,0.2,-39,4,-36,0.6,9,4,-3
CCN1CCc2c(OCc3ccc(C(=O)OC)o3)cccc2C1=O,13,15,9,-0.1,-12,4,-6,0.3,2,9,3
CC/C(=C/c1ccccc1)c1cccc2[nH]c3c(OC)cccc3c12,-11,20,9,-0.4,-7,1,-10,-3.0,14,-12,86*
COc1ccc(NS(=O)(=O)c2ccc(N3CCCC3)c(N)c2)cc1,7,18,14,1.9,89*,-1,-10,0.0,1,-5,82
O=C1C(=O)N(Cc2ccccc2)C(c2cccc(O)c2)/C1=C(\O)c1ccc2c(c1)OCCO2 (stereo not given),3,16,9,-0.1,-40,10,-19,0.9,3,9,4
COc1ccc(S(=O)(=O)Nc2ccc(N(C)C(C)=O)cc2)cc1,-2,3,4,0.9,21,-2,3,1.0,-21,15,19
COc1ccc(Oc2ccc(N/C=C/C(=O)C(C)(C)C)cc2)cc1,-5,1,-27,-0.2,-11,-2,-54,-0.6,1,-44,10
Cc1ccc(S(=O)(=O)N(C)C)cc1NC(=O)c1ccc2ccccc2n1,-4,-9,10,0.0,-54,2,-53,-0.2,6,-110,-3
Cc1ccc(C(=O)c2c[nH]c3c(F)cc(F)cc3c2=O)cc1,-2,-20,5,-0.3,11,5,-9,-0.8,4,-4,-8
C#CCNC(=O)C1=C[C@H](c2ccc(C(F)(F)F)cc2)C[C@H](OCc2ccc(CO)cc2)O1,22,-24,-8,0.2,-12,1,-28,9.4,-25,-31,12
Cc1ccsc1/C=C/c1ccc2cccc(O)c2n1,-20,-5,-3,-0.7,-137,-2,80*,2.8,5,-128,-31
C[C@@H]1CN([C@H](C)CO)C(=O)CCCn2nncc2CO[C@@H]1CN(C)S(=O)(=O)c1cccs1,-4,1,.,-0.1,-1,.,8,1.1,5,6,-9
CN(C)c1ccc(/C=N/NC(=O)c2nnn(-c3nonc3N)c2CN(C)c2ccccc2)cc1,-13,-51,-11,-0.1,-6,4,7,0.3,35,4,-1
CCOc1ccc(NC(=O)C(C)SC(N)=O)cc1 (stereo not given),11,-5,9,0.6,6,-1,-4,-2.1,0,-17,-1
O=C1/C(=C/c2ccc(C(=O)O)cc2)CCC/C1=C\c1ccc(C(=O)O)cc1,6,-8,-9,-0.2,-34,5,4,2.4,3,6,-15
COc1cn(-c2ccccc2)nc1C(=O)OCC(=O)Nc1ccc(C)c(C)c1,-5,-10,-5,0.2,-22,1,14,0.0,-2,3,-12
COc1ccc(CN(C)C(=O)C2CCN(C(=O)Nc3ccccc3)CC2)cc1OC,12,1,-2,0.0,6,5,-4,-0.8,-8,6,16
Cc1ccc(C(=O)N/C(=C/c2ccc(-c3ccc(Br)cc3)o2)C(=O)NC2CCS(=O)(=O)C2)cc1 (stereo not given),1,-16,-1,0.0,-15,0,-4,-0.8,-35,0,-15
CCOC(=O)C1=C(CNC(C)(C)CC(C)(C)C)NC(=O)NC1c1cccc([N+](=O)[O-])c1 (stereo not given),-5,8,0,0.5,-57,3,9,-0.4,12,7,29
CC(=O)Nc1ccc(NC(=O)CSc2nc3ccccc3nc2N2CCC(C)CC2)cc1,-6,-19,-4,0.0,-38,-2,-5,-0.4,-13,-16,18
CCOC(=O)C1=C(C)NC(=O)C(C(N)=O)C12CCCCC2 (stereo not given),-3,2,0,-0.1,-4,0,2,-0.9,-1,12,-4
COCCn1c(C)cc(C2=NNC(=Nc3ccc(F)cc3)SC2)c1C,10,39,-21,-0.2,-41,2,-179,-0.6,-25,-217,-21
CCOC(=O)C1CCCN(c2cc(=O)n(-c3ccccc3Cl)c(=O)[nH]2)C1 (stereo not given),-1,4,.,1.7,-2,-1,-5,-1.0,13,16,10
O=C(Nc1c(-c2ccccc2)nc2ccccn12)c1cccs1,3,10,9,-0.1,-4,4,9,-1.7,-14,9,-8
Cc1noc(C)c1-c1csc(N2CCC(C(N)=O)CC2)n1,-2,-11,-41,-0.1,-177,.,-286,-0.1,-30,-216,-25
CCCC(=O)NC(C)c1nc2ccccc2n1C(C)C (stereo not given),-19,3,.,-0.2,-21,2,10,-3.8,16,6,2
Cc1cc(SCC(=O)N/N=C/c2ccc(O)c(O)c2O)c(C)cc1Br,-6,-11,65*,1.2,-19,-2,41,0.0,-9,23,73
CSCC[C@@H](CO)NC(=O)[C@H]1O[C@@H](n2ccc(N)nc2=O)[C@H](O)[C@@H]1O,0,-3,.,-0.3,-9,.,7,-0.7,0,1,13
CCOc1ccc(C(=O)NN2CCOCC2)cc1,16,9,10,0.4,0,0,-1,-0.3,11,9,4
c1ccc(Nc2ccccn2)nc1,-11,-1,7,-0.1,2,4,-2,0.9,12,-4,7
C#CCO[C@@H]1C[C@H](n2ccc(NC(=O)c3ccccc3)nc2=O)O[C@@H]1CO,2,-2,-9,-0.3,-27,-2,-18,2.1,16,1,2

# Continued.
SMILES,KKLEB cytotox,TWEAK Fn14 block,MITF TRPM1 inh,aDG glyco act,NR2E3 ag-1,NR2E3 ag-2,Peg3 promoter,hiPSC survival,CF NFkB inh,HIF-2a inh,Shn3 inh set2
CC(NC=O)c1nc2ccccc2n1CCc1ccccc1 (stereo not given),7,1,10,-0.1,14,0,3,-0.8,6,14,-2
CCCCc1ccc(-c2ccc(Br)cc2)nc1,7,1,-35,-0.1,-83,1,-336,-2.0,-28,-319,-50
CC1CC(C)CN(c2nc3c(c(=O)n(C)c(=O)n3C)n2CCSc2nc3ccccc3o2)C1 (stereo not given),4,-3,9,0.0,-22,.,-5,-0.2,5,8,-12
COC(=O)c1ccc(NC(=O)CSc2ccccc2)cc1,0,-21,-61,-0.1,-15,0,-159,1.2,-8,-153,-35
CCSCCOC(=O)C1=C(C)NC2=C(C(=O)CCC2)C1c1coc2ccccc2c1=O (stereo not given),-1,19,18,-0.6,2,15,13,-1.8,-12,6,7

# Some of the entries so far, with values under each structure.
# Order of results – KKLEB cytotox | TWEAK Fn14 block | MITF TRPM1 inh | aDG glyco act | NR2E3 ag-1 | NR2E3 ag-2 | Peg3 promoter | hiPSC survival | CF NFkB inh | HIF-2a inh | Shn3 inh set2
CC(NC=O)c1nc2ccccc2n1CCc1ccccc1 (stereo not given)
    7 | 1 | 10 | -0.1 | 14 | 0 | 3 | -0.8 | 6 | 14 | -2
CCCCc1ccc(-c2ccc(Br)cc2)nc1
    7 | 1 | -35 | -0.1 | -83 | 1 | -336 | -2.0 | -28 | -319 | -50

# Screening data as filed in PubChem.
